VEEV TC-83 Vero = inhibitors of VEEV TC-83 cytopathic effect, confirmation, Vero cells (AID 588727); Vero cells, VEEV TC-83 cytopathic effect inhibition; higher % means a stronger effect; one-dose inhibition, % at 20 µM; IC50 in µM for titrated hits; actives 0.13% (n = 350,000); in the data active = a potency from the dose series; inconclusive = inhibition mostly from about 14% at the one dose, without a potency; inactive = the rest, 99 in 100 with inhibition below about 12%; also: strong numbers were not always called active
H1N1 NS1A inhibition = NS1A inhibition, H1N1 influenza, cell based functional assay (AID 504329); inhibition, % at 12.5 µM; hits with a dose series show IC50 in µM; NS1A functional cell-based assay, percent inhibition; higher % means a stronger effect; actives 0.3% (n = 340,000); in the data active = a potency from the dose series; inconclusive = inhibition above about 27% without an active follow-up result; also: strong numbers were not always called active
Salmonella PhoP GFP = Inhibition of PhoP regulon, Salmonella typhi GFP reporter cells, confirmation, 4 h (AID 1850). Salmonella Typhi PhoP-promoter GFP reporter, fluorescence, 4 h; higher % means a stronger effect. one-dose inhibition, % at 50 µM; IC50 in µM for titrated hits. actives 0.33% (n = 310,000); in the data active = a potency from the dose series; inconclusive = inhibition mostly from about 25% at the one dose, without a potency; inactive = the rest, 99 in 100 with inhibition below about 19%;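 also: 0% = induced wells with vehicle and 100% = uninduced wells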
tuberculosis growth = growth inhibition of non-replicating M. tuberculosis (AID 488890); Mycobacterium tuberculosis non-replicating, growth inhibition; higher % means a stronger effect; one-dose inhibition, % at 25 µM; IC50 in µM for titrated hits; actives 0.39% (n = 320,000); in the data active = a potency from the dose series; inconclusive = inhibition mostly from about 82% at the one dose, without a potency; inactive = the rest, 99 in 100 with inhibition below about 76%;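 also: plate controls were DMSO cells for no effect and high antibiotic wells for full effect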
H37Rv inhibition = M. tuberculosis growth inhibition, HTS (AID 449762) | one-dose inhibition, % at 25 µM; IC50 in µM for titrated hits | actives 0.59% (n = 330,000) | M. tuberculosis H37Rv growth inhibition, 7H9 media; higher % means a stronger effect; in the data active = a potency from the dose series; inconclusive = inhibition above about 70% without an active follow-up result;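 also: bacterial growth assessed after seven days of incubation; strong numbers were not always called active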
VEEV TC-83 Vero 10K pilot screen = recorded beside VEEV TC-83 Vero, whose call it bears; inhibition, %; measured here: 10K pilot screen inhibition
Active calls of the source: *; i = inactive; ? = inconclusive; . = no result given; & = joins results of further samples.

SMILES | VEEV TC-83 Vero | H1N1 NS1A inhibition | Salmonella PhoP GFP | tuberculosis growth | H37Rv inhibition | others
Cc1cc(C)c(S(=O)(=O)c2c(C)cccc2C)c(OCC(C)C)n1 | i | -0.8% | 9.2% | 17.7% | -11.1%
Cc1cc(C)cc(N(C(=O)c2ccc(Br)o2)C2C=CS(=O)(=O)C2)c1 (configuration not stated) | i | 2.2% | -8.1% | -10.1% | -5.3%
COc1ccc(N2CCN(S(=O)(=O)CCNC(=O)COc3ccccc3)CC2)cc1 | 1.3% | 5.7% | 2.9% | -3.2% | -3.5%
COc1ccc(-c2ncccc2OC(=O)C23CC4CC(CC(C4)C2)C3)cc1OC | 0.7% | 20.1% | -7.2% | -5.6% | 0.8%
O=C(COc1ncnc2ccccc12)Nc1cc([N+](=O)[O-])ccc1F | 0.0% | -8.6% | 8.1% | -18.8% | 0.3%
N/C(=N\OC(=O)c1ccc(F)cc1)c1cccc([N+](=O)[O-])c1 | 1.0% | 2.0% | -4.7% | 75.9% | 68.7%
Cc1ccc(Nc2nnc(SCC(=O)Nc3ncc(S(=O)(=O)c4ccc([N+](=O)[O-])cc4)s3)s2)cc1 | i | -3.4% | -1.5% | -2.1% | -4.4%
Cc1cc(OCC(=O)N2CCC(C(=O)NCC(C)C)CC2)c2c3c(c(=O)oc2c1)CCCC3 | 2.2% | -2.1% | -15.3% | -8.7% | 1.6%
CCOC(=O)N1CCN(S(=O)(=O)c2ccc3c(c2)SCC(=O)N3)CC1 | 5.4% | -1.2% | 7.4% | -9.8% | -5.1%
Cc1ccc(C(=O)COc2cccc(NC(=O)c3ccco3)c2)cc1 | 0.6% | 3.8% | 15.9% | 29.2% | -4.0%
Cc1ccc(O)c(C(=O)c2cc(C#N)c3nc4ccccc4n3c2)c1 | 3.5% | 8.9% | 10.8% | 19.3% | 11.0%
O=C(NCc1cccnc1)c1ccc(NC(=O)c2ccco2)cc1 | 8.6% | -11.5% | -5.3% | 9.9% | -0.6%
O=C1CCCC/C1=C\Nc1ccc(S(=O)(=O)Nc2cnc3ccccc3n2)cc1 | 0.3% | -3.0% | 8.2% | 73.3% | 10.8%
COc1ccc(/C=N/OCC(=O)NCc2cccs2)c(OC)c1 | 3.3% | 5.1% | -2.5% | -10.3% | 6.4%
CC(=O)c1cccc(NC(=O)c2cc(S(=O)(=O)N3CCOCC3)cs2)c1 | 7.9% | -2.7% | -8.3% | -8.8% | -6.5%
CC(=O)C1=C(Nc2ccccc2)CC(C)(O)C(C(C)=O)C1c1ccccc1 (configuration not stated) | i | -16.2% | 1.6% | 1.3% | 5.8%
CN(C)S(=O)(=O)c1ccc(C(=O)NCc2nnc(SCC(=O)N3CCCCCC3)o2)cc1 | 2.2% | -0.2% | -4.1% | 10.6% | -3.9%
CN(C)C(=O)Oc1ccc2oc(=O)cc(-c3cc4ccccc4o3)c2c1 | 9.4% | -11.9% | 0.9% | 6.7% | 0.8%
COCC(Cc1ccccc1)NC(=O)Cn1cc(C)c(=O)[nH]c1=O (configuration not stated) | i | -5.0% | . | . | .
Cc1ccc(NC(=O)CSc2ncnc3ccccc23)cc1S(=O)(=O)N1CCCCCC1 | 1.6% | 22.2% | 6.3% | 25.4% | 3.5% | VEEV TC-83 Vero 10K pilot screen=5.1
C=CC1CN2CCC1CC2c1[nH]c2ccccc2c1CCO (configuration not stated) | i | 6.3% | -2.5% | -8.0% | -1.6%
CCN(CC)CCNc1ccc2nnc(CCNS(=O)(=O)c3ccc(C)cc3)n2n1 | 1.8% | -5.4% | -6.3% | -20.7% | -4.1%
O=C1OCCN1N=Cc1ccco1 | i | -3.5% | . | . | .
CCOc1ccc(Nc2nc(N)nc(CSC(=S)N3CCOCC3)n2)cc1 | 9.2% | -4.0% | 4.5% | 7.8% | -10.1%

The list goes on, overlapping the part above by 7 compounds.
SMILES | VEEV TC-83 Vero | H1N1 NS1A inhibition | Salmonella PhoP GFP | tuberculosis growth | H37Rv inhibition | others
CN(C)C(=O)Oc1ccc2oc(=O)cc(-c3cc4ccccc4o3)c2c1 | 9.4% | -11.9% | 0.9% | 6.7% | 0.8%
COCC(Cc1ccccc1)NC(=O)Cn1cc(C)c(=O)[nH]c1=O (configuration not stated) | i | -5.0% | . | . | .
Cc1ccc(NC(=O)CSc2ncnc3ccccc23)cc1S(=O)(=O)N1CCCCCC1 | 1.6% | 22.2% | 6.3% | 25.4% | 3.5% | VEEV TC-83 Vero 10K pilot screen=5.1
C=CC1CN2CCC1CC2c1[nH]c2ccccc2c1CCO (configuration not stated) | i | 6.3% | -2.5% | -8.0% | -1.6%
CCN(CC)CCNc1ccc2nnc(CCNS(=O)(=O)c3ccc(C)cc3)n2n1 | 1.8% | -5.4% | -6.3% | -20.7% | -4.1%
O=C1OCCN1N=Cc1ccco1 | i | -3.5% | . | . | .
CCOc1ccc(Nc2nc(N)nc(CSC(=S)N3CCOCC3)n2)cc1 | 9.2% | -4.0% | 4.5% | 7.8% | -10.1%
O=C(COc1ncnc2ccccc12)N1CCN(C(=O)c2ccco2)CC1 | 2.7% | -3.3% | 1.1% | -1.7% | -1.9%
Cc1ccc(C(=O)NNC(=O)c2ccncc2)cc1S(=O)(=O)N1CCOCC1 | 1.6% | -9.3% | 9.4% | -2.5% | 2.9%
CC(=O)c1cccc(NS(=O)(=O)N2CCOCC2)c1 | 2.9% | 3.8% | -6.3% | -3.5% | 0.9%
O=C(NCCc1c[nH]c2ccccc12)/C(=C\c1cccnc1)NC(=O)c1ccco1 | 0.4% | -7.2% | -5.6% | -5.1% | -8.5%
O=C(CN(c1cccc(Cl)c1)S(=O)(=O)c1ccc(Cl)cc1)N1CCc2ccccc2C1 | i | -4.9% | -0.7% | -0.6% | -12.2%
COc1ccccc1C(=O)N(Cc1ccc(Cl)cc1)C1CCS(=O)(=O)C1 (configuration not stated) | 1.6% | 6.7% | 2.4% | 5.6% | 5.4%
O=C(Nc1cccnc1)c1coc(=O)c2ccccc12 | 0.7% | -3.3% | -12.3% | 1.4% | -10.8%
C[C@@H](C(=O)NCc1ccccn1)[C@@H]1C[C@@]1(C)[C@@H](NC(=O)OCc1ccccc1)c1ccccc1 | 0.3% | -3.2% | -3.6% | 23.8% | -1.6%
O=C(N/N=C/c1ccc[nH]1)c1cccnc1 | 2.1% | 1.2% | 18.1% | i | -9.9%
COC(=O)CCNC(=O)c1ccc2nc(Cc3ccc(OC)cc3)oc2c1 | 2.7% | -3.5% | 5.5% | 12.3% | 4.4%
CC(C)c1ccc(NC(=O)Cc2c(C(=O)O)n(C)c3ccccc23)cc1 | 0.7% | -19.5% | 4.7% | -3.5% | -7.7%
CC(C)c1ccc(CN2CCN(S(=O)(=O)c3ccc(Cl)s3)CC2)cc1 | i | -13.4% | . | 19.2% | 7.5%
O=c1onc(-c2ccccc2Cl)n1-c1ccccc1Cl | 1.1% | -3.3% | 9.1% | 0.7% | 3.0%
Clc1ccc2nc(CSc3ccccc3)cn2c1 | 0.8% | 1.2% | -3.3% | 56.9% | 5.4%
COc1ccccc1C(=O)OCC(=O)NC(=O)NC1CCCCC1 | 1.4% | 1.3% | . | . | .
C1CCN(c2nc3nonc3nc2NCC2CCOCC2)CC1 | i | -26.3% | 5.6% | 7.4% | 4.6%
CCOc1ccc2cc(S(=O)(=O)N3CCCCC3)ccc2c1 | 0.7% | -5.9% | 1.8% | -2.6% | 12.6%
O=C(COc1ccccc1-c1ccccc1)N/N=C/c1cccc2ccccc12 | 10.1% | 14.5% | 1.8% | 10.2% | 1.9%
O=S(=O)(c1ccccc1)c1nc(-c2ccccc2)oc1N1CCCCC1 | 3.6% | -2.5% | 5.8% | 5.3% | -1.4%
CC1CCCC(C)N1CCNC(=O)C1CCN(S(=O)(=O)N2CCCCC2)CC1 (configuration not stated) | 0.6% | -3.0% | -13.3% | -10.9% | -9.9%
CC(OC(=O)Cc1c[nH]c2ccccc12)C(=O)N(C)c1ccccc1 (configuration not stated) | 0.3% | 3.4% | -5.9% | 38.6% | -14.2%
CCOc1ccc(CC(C(=O)NN)C(=O)NN)cc1CN(C)C | 0.5% | 8.0% | 5.7% | -13.7% | -3.5%
O=C(CCc1ccccc1)Nc1cc(C(=O)O)cc(C(=O)O)c1 | 0.9% | -8.9% | 0.6% | -8.8% | -7.2%
COc1ccc(OC)c(NC(=O)c2ccccc2NS(=O)(=O)c2cccc3cccnc23)c1 | i | -7.2% | -18.5% | 30.7% | 7.2%
Cc1ccc(-n2nc3c(N4CCC(C(=O)NCc5ccc(C)o5)CC4)nnc(C)c3c2C)cc1 | 0.4% | 17.5% | -3.0% | 56.2% | ?
CCOCCCNC(=O)C(NC(=O)c1ccc(NC(C)=O)cc1)c1ccccc1 (configuration not stated) | 0.3% | -7.2% | -3.7% | 17.5% | 1.0%
Clc1cccc(COn2c(-c3ccc(Cl)cc3Cl)nc3ncccc32)c1 | 5.2% | -9.2% | 0.1% | 29.4% | 1.1%
COc1ccc(-c2nnc(SCC(=O)N3CCCCC3)o2)cc1 | 5.8% | 4.1% | -17.1% | ? | 5.2%
CC1CCN(C(=O)CSc2nc(N)c3c4c(sc3n2)CN(C)CC4)CC1 | 1.3% | 1.4% | -9.2% | . | .
O=C(COc1ccc2ccccc2c1Br)Nc1cccnc1 | 7.0% | -6.2% | -15.2% | 43.9% | 1.8%
CCN(CC)C(=S)SCC(=O)NC12CC3CC(CC(C3)C1)C2 | 1.7% | 5.2% | -7.3% | 37.6% | 7.2%
Cc1ccc(NC(=O)c2c(C)nn(-c3ccccc3)c2Cl)c(C)c1 | 6.7% | -1.8% | 11.2% | 8.8% | 0.9%
CC(=O)c1ccc(NC(=O)C2CCCN2S(=O)(=O)c2cccs2)cc1 (configuration not stated) | 1.7% | 1.4% | -13.5% | 2.2% | 15.3%
C[n+]1c2cc(N)ccc2cc2ccc(N)cc21 | 1.7%&5.5% | -3.1%&-0.4% | . | . | .
CCSc1nc2ccccc2n1C(=O)/C=C\c1ccc(OC)c(OC)c1 | ? | -5.0% | -15.3% | . | 6.3%
Cc1cc(C)cc(C(=O)N2CCN(Cc3ccc4c(c3)OCO4)CC2)c1 | i | -1.5% | -8.6% | -5.3% | 2.6%
CCCCn1c(=O)[nH]c(=O)c2c1nc(-c1ccc(-c3ccc(F)cc3)o1)n2C | . | . | 1.3% | -3.7% | -5.2%
CC(OC(=O)c1ccco1)C(=O)Nc1nc(-c2ccccc2)cs1 (configuration not stated) | 0.3% | 9.3% | . | 16.6% | 3.5%
Nc1c(C(=O)c2ccc(Cl)cc2)sc2nsc(SCCN3CCOCC3)c12 | 0.4% | -0.1% | -9.1% | 41.1% | 2.5%
CCOC(=O)C1=C(c2ccccc2)Nc2ncnn2C1c1ccc(O)cc1 (configuration not stated) | 0.1% | 12.1% | 1.0% | 4.6% | -10.8%
O=C(O)/C(=C\c1ccco1)NC(=O)c1cccc2ccccc12 | 1.4% | -1.1% | 2.6% | 1.1% | 1.3%
COc1ccc(OC)c(C(=O)CC2OC(=O)c3ccccc32)c1 (configuration not stated) | 2.3% | 1.5% | 4.7% | -14.9% | 1.3%
CCn1c(=S)sc2c(=O)n(CC(=O)Nc3cc(OC)ccc3OC)c(C)nc21 | 5.9% | 7.5% | 1.6% | 16.8% | 1.6%
CC1=C(C(=O)NCCCOC(C)C)C2(CCC(C)CC2)OC1=O (configuration not stated) | 0.8% | -0.3% | -3.8% | -16.8% | 4.8%
Cc1cc(C)c2nc(N3CCC(C(=O)N4CCCC4)CC3)sc2c1 | 1.0% | -9.7% | 19.6% | 23.0% | -1.6%
OC[C@H]1O[C@@H](Oc2cc(O)cc(/C=C/c3ccc(O)cc3)c2)[C@H](O)[C@@H](O)[C@@H]1O | . | . | -3.7% | -14.7% | 8.7%
COc1cccc(OC)c1OCCCNC1CCCC1 | i | 4.1% | -7.7% | 20.6% | 1.0%
Cc1nn(-c2ccccc2)c(C)c1NC(=O)COC(=O)c1cccc(OC(F)F)c1 | 4.9% | -7.9% | -6.2% | 1.3% | 0.0%
CS(=O)(=O)N1CCN(c2ccc([N+](=O)[O-])c(SCc3ccco3)c2)CC1 | 6.7% | . | -3.1% | 0.3% | 28.3%
COc1ccc(-c2nc(NC(=O)c3ccc(OCC(=O)N4CCOCC4)c(OC)c3)sc2C)cc1 | 8.2% | -2.0% | -0.2% | 23.2% | -3.6%

Bioassay records deposited in PubChem by Southern Research Specialized Biocontainment Screening Center.
